Screening results (PubChem)
HTR5A inv ag = inverse agonist of human HTR5A in OPRM1-OPRD1 counter-screen; HTR5A cell line, luminescence, inverse agonism; inhibition, % at 9.3 µM; P47898; 340,000 tested, 0.083% active; in the data active = inhibition mostly above about 23%, no sharp cut-off; inactive = mostly below about 18%;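 also: 0% = cells with DMSO and 100% = no-cell wells with DMSO; some compounds called inactive have numbers as strong as hits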
Target sequence (P47898 whole entry, looked up): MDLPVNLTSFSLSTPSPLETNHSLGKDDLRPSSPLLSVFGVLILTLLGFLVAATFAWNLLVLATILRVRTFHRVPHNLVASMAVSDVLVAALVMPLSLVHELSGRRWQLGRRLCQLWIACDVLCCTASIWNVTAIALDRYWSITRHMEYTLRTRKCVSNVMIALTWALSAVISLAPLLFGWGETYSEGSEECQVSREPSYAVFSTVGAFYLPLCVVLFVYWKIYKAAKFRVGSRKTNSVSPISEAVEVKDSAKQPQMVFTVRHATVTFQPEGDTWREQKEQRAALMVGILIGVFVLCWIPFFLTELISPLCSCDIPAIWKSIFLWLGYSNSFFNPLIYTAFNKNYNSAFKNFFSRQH
Tat export inh = blocks Tat-dependent protein export in E. coli; inhibition, % at 10 µM; E. coli MC4100 TorA-mCherry Tat export, fluorescence; AID 488895; 340,000 tested, 0.036% active;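 active = mean replicate inhibition at least 50% and at least half of replicates individually reaching 50%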;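 also: exported cargo escapes ClpAP degradation while cytoplasmic cargo is degraded and loses fluorescence; 0% = median of neutral control wells and 100% = median of NaSCN control wells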
DAGLB inhibitor = diacylglycerol lipase beta (human) inhibition. Q8NCG7. HEK293T DAGLB membrane lysate, EnzChek fluorogenic substrate. inhibition, % at 5.17 µM. 340,000 tested, 0.059% active; in the data active = inhibition above about 34%;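 also: 0% = enzyme with vehicle and 100% = wells lacking enzyme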
Target sequence (Q8NCG7 whole entry, looked up): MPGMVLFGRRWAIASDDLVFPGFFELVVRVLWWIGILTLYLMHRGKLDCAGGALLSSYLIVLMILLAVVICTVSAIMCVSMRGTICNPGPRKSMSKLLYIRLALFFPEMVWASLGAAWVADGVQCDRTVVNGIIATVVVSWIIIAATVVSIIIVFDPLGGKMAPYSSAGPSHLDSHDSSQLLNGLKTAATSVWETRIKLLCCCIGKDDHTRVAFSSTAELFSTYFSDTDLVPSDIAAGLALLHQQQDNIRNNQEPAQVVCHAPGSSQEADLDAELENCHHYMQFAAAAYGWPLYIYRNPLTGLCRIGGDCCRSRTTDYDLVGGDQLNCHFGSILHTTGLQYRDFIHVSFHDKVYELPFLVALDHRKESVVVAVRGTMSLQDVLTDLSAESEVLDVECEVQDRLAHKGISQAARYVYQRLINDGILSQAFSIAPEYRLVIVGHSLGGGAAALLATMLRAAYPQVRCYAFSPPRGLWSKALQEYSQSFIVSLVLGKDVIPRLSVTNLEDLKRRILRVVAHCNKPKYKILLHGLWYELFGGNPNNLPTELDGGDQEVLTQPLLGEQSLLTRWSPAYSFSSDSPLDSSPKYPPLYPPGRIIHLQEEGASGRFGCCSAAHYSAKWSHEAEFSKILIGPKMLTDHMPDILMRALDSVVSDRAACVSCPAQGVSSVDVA
phage Ecoli inh = E. coli growth loss with phage present; growth absorbance; inhibition, % at 11.9 µM; 360,000 tested, 0.26% active; AID 651602; in the data active = inhibition above about 11%
AddAB inh = less growth of phage-infected E. coli with AddAB; 330,000 tested, 0.29% active; inhibition, % at 11.9 µM; E. coli expressing H. pylori AddAB, absorbance growth; in the data active = inhibition above about 12%;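 also: 0% = vehicle wells of infected cells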
HTR5A ag ctr = counter-screen for OPRM1-OPRD1 agonists: human HTR5A agonism; P47898; HTR5A agonist assay, luminescence, cell-based; activation, % at 9.3 µM; 340,000 tested, 0.61% active; AID 504692; in the data active = activation mostly above about 9.5%, no sharp cut-off; inactive = mostly below about 7.6%;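 also: 0% = cells with vehicle only and 100% = reference agonist; strong numbers were not always called active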
E coli growth = bacterial growth inhibition, counter-screen for AddAB inhibitors; 330,000 tested, 0.27% active; inhibition, % at 11.9 µM; AID 449728; E. coli V3065 growth, OD600 absorbance, 18 h;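 active = inhibition above the campaign's mean inhibition across all tested compounds plus 3 SD, cut at about 9.9% in these data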;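 also: uninfected addAB+ strain grown without phage in ampicillin broth; 0% = DMSO wells and 100% = ciprofloxacin 0.95 µg/ml wells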
PKA-R2B act = activators of human PKA-R2B complex; P22694+P31323; PKA-R2B holoenzyme dissociation, Cy5-IP20 fluorescence polarization; R2B truncated from residue 108, S112A mutant; 0% DMSO only, 100% 113 µM cGMP; activation, % at 11.4 µM; 340,000 tested, 0.079% active; AID 504700;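 active = activation above a cutoff set at the mean over all compounds plus 3 SD, cut at about 18% in these data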;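 also: higher means more holoenzyme dissociation and a rise in polarization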
Mot1-301 SUMO = inhibitors of SUMOylation pathway: yeast Mot1-301 growth rescue. S. cerevisiae Mot1-301 growth rescue, ATP luminescence, 38.5C; percent above DMSO median, 100 means doubled. growth rescue, % at 18.8 µM. 320,000 tested, 1% active. AID 2716;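 active = every valid replicate shows activation above 250% relative to neutral control wells; inactive = the rest, any valid replicate at or below 250%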;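 also: OY570 slx delta 5 strain wells were the positive control but not used for scaling; some compounds called inactive have numbers as strong as hits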
PKA-R1A activ = activates the PKA-R1A holoenzyme complex; 340,000 tested, 0.083% active; AID 504707; P00514+P68181; PKA-R1A dissociation, Cy5-IP20 fluorescence polarization; scaled: DMSO 0%, 113 µM cGMP 100%; activation, % at 11.4 µM;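 active = percent activation above the mean of all tested compounds plus 3 SD, cut at about 19% in these data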;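 also: higher means more PKAc released from R1A so a rise in polarization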
CDK5 inh = blocks human CDK5/p35 kinase activity; inhibition, % at 10 µM; Recombinant CDK5/p35, ADP-Glo luminescence, 60 min; 330,000 tested, 0.01% active;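 active = highest replicate inhibition of at least 50% and at least 75% of replicates reaching 50%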;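 also: plate controls were DMSO neutral control for no effect and GW8510 at 10 µM for full effect; many of its hits are not listed in these tables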
An asterisk follows results filed as active; x = no result given.

SMILES | HTR5A inv ag | Tat export inh | DAGLB inhibitor | phage Ecoli inh | AddAB inh | HTR5A ag ctr | E coli growth | PKA-R2B act | Mot1-301 SUMO | PKA-R1A activ | CDK5 inh
O=C(Cc1ccccc1[N+](=O)[O-])N1CCN(c2ccccc2F)CC1 | -25 | -3 | 3 | 2.3 | 5.8 | 7 | 0.2 | 3 | 7 | -3 | 0.7
CCC(=O)N1CCc2cc(S(=O)(=O)NCCc3ccc(S(N)(=O)=O)cc3)ccc21 | 2 | -3 | -1 | -1.5 | 3.1 | 0 | 1.5 | 2 | -6 | 3 | -0.8
CCOC(=O)CC1(C)NC(=O)c2c(C)sc(C(=O)OCC)c2N1 (stereo unspecified) | 9 | -6 | 2 | 2.1 | 1.1 | -2 | 2.4 | 8 | 12 | 4 | 1.8
CCc1ccc(S(=O)(=O)NCc2cn3cccc(C)c3n2)s1 | -27 | 5 | 2 | 2.5 | -0.2 | 11 | -0.8 | 1 | -1 | 0 | -1.4
O=C(CSc1nnc(-c2ccco2)o1)NCC(=O)c1ccccc1 | -3 | -6 | -3 | -0.3 | 4.5 | 1 | -0.7 | -2 | -4 | -9 | -1.2
Cc1cc(N2CCOCC2)c2c(N)c(Br)cc(C)c2n1 | 10 | -8 | 0 | 3.0 | 0.2 | 2 | -3.4 | 4 | 1 | -5 | 0.5
Cn1c(=O)cc(C(=O)N/N=C/c2ccc(F)cc2)[nH]c1=O | -20 | -8 | 0 | -0.8 | -1.3 | -2 | 0.7 | -5 | 7 | -9 | 0.2
O=C(CN(C(=O)CCC(=O)Nc1nccs1)c1ccc2c(c1)OCO2)NCc1ccc(F)cc1 | -4 | 5 | 4 | -0.6 | 2.2 | 3 | -1.7 | 8 | -9 | 6 | -1.3
Cc1ccc(S(=O)(=O)Nc2cc3c4c(c2)CC(=O)N4CCC3)cc1 | -4 | -5 | -1 | -0.6 | 1.3 | 2 | 1.1 | -2 | -8 | 1 | -0.5
CSCCC(NC(=O)c1ccc(Cl)cc1Cl)C(=O)NCc1ccncc1 (stereo unspecified) | -1 | 2 | 2 | 2.3 | 2.9 | 0 | 4.8 | -2 | -8 | 3 | 0.9
O=[N+]([O-])c1ccc(Oc2ccc(S(=O)(=O)N3CCCCC3)cc2)cc1 | 5 | 9 | -11 | 2.0 | 0.7 | 2 | -1.0 | -7 | -9 | -2 | 1.0
CCOC(=O)C1=C(c2ccccc2)OC(N)=C(C#N)C1c1cccnc1 (stereo unspecified) | 7 | -1 | -5 | 2.1 | -0.2 | -3 | -0.1 | 0 | 0 | 4 | 0.2
Cc1ccc(-c2oc3ccccc3c(=O)c2O)cc1 | -4 | 6 | -2 | 4.2 | 13* | 2 | 13* | -2 | 5 | 7 | 0.6
CSc1nc2sc3c(c2c(=O)[nH]1)CC(C)(C)OC3 | -17 | -2 | 1 | 3.1 | 0.7 | 6 | -0.1 | -7 | -16 | -11 | 1.2
CCOC(=O)c1c(NC(=O)CSc2ncn[nH]2)sc(C)c1C | -55 | -3 | -1 | 0.3 | -0.1 | 9 | -4.4 | -2 | 8 | -4 | 0.1
CCCN(CCC)S(=O)(=O)c1ccc(C(=O)N2CC3CCC(CC3)C2)cc1 | 22 | -3 | -8 | 0.5 | 2.2 | 5 | 0.0 | 5 | 6 | 1 | 0.1
CCOc1ccc(S(=O)(=O)N2CCN(C(=O)C3CSC4(C)CCC(=O)N34)CC2)cc1 (stereo unspecified) | -33 | -6 | 0 | 2.5 | 2.5 | 13 | 3.4 | -4 | -7 | -5 | -0.9
O=C1C=CN(Cc2ccccc2)CC1 | 4 | 9 | -1 | 1.4 | 3.5 | 4 | 1.5 | -1 | -11 | 3 | 1.1
N#Cc1nc(-c2ccc(OCc3ccc(Cl)cc3)cc2)oc1NCCCn1ccnc1 | 2 | -9 | 1 | 4.0 | 1.0 | 1 | 0.1 | -6 | x | 4 | -0.6
O=C(Nc1nccs1)c1nc[nH]c1C(=O)N1CCN(c2ccccc2)CC1 | -21 | 5 | 0 | 0.5 | 2.4 | -3 | 1.4 | 11 | -2 | 8 | -3.4
C=CCS(=O)(=O)N1CCCC(C(=O)c2cccc(Cl)c2)C1 (stereo unspecified) | -5 | -7 | -3 | 1.7 | -1.6 | 2 | 3.2 | 1 | -2 | -15 | -1.3
C=CCN(C(=O)CCC(=O)Nc1cc(C)on1)C(C(=O)NC1CCCC1)c1ccc(C)cc1 (stereo unspecified) | 1 | 3 | 1 | 0.1 | -1.2 | -1 | 1.3 | 4 | -3 | 11 | -0.7
Cc1cc(NC(=O)CCCC(=O)NCc2ccccc2)no1 | -10 | -7 | -3 | 0.6 | -1.2 | 4 | -2.2 | 8 | -10 | 0 | -0.4
Cc1ccc2c(c1Br)/C(=N/N1C(=O)c3ccccc3C1=O)C(=O)N2 | -1 | -4 | 3 | 3.2 | 3.0 | -3 | -1.0 | 5 | 22 | -3 | 2.0
Cc1ccc(OCCSCc2nnc(NC(=O)Nc3cccc(Cl)c3)s2)cc1 | -17 | -6 | -1 | 2.1 | 4.6 | 5 | -2.4 | 2 | -13 | 2 | -0.4
Continued.
SMILES | HTR5A inv ag | Tat export inh | DAGLB inhibitor | phage Ecoli inh | AddAB inh | HTR5A ag ctr | E coli growth | PKA-R2B act | Mot1-301 SUMO | PKA-R1A activ | CDK5 inh
CC1CCN(C(=O)COC(=O)c2cc(Cl)cc(Cl)c2N)CC1 | 18 | -5 | -6 | 2.2 | 2.2 | 2 | 2.0 | 3 | 15 | -7 | -0.7
O/N=C1/CCc2cccc3cccc1c23 | 3 | -3 | 2 | 1.7 | 1.1 | 5 | 0.0 | 1 | -16 | 7 | 3.2
Cc1cccc(-c2nc(CS(=O)CC(=O)N3CCCCC3)c(C)o2)c1 (stereo unspecified) | -6 | 22 | 0 | 0.8 | -2.2 | 6 | 1.3 | 2 | 54 | -9 | 0.1
COc1ccc(N2C(=O)CCC2(C(N)=O)c2ccccc2)cc1 (stereo unspecified) | -8 | -2 | -4 | x | -1.4 | 3 | -0.4 | 5 | 11 | -13 | -1.9
CCN(CC)c1cccc(OC2=NS(=O)(=O)c3ccccc32)c1 | 9 | -14 | 1 | 2.3 | 2.4 | 1 | 0.7 | -1 | -7 | 2 | 0.3
O=C(NCc1cccs1)C1CC(c2ccc(F)cc2)=NO1 (stereo unspecified) | 3 | 0 | 0 | 5.4 | 3.3 | -1 | -0.4 | -4 | 3 | -2 | 0.1
Cc1ccc(CCNC(=O)CCS(=O)(=O)c2ccc3nc(C)sc3c2)cc1 | -4 | 14 | 0 | 0.1 | 4.5 | 2 | -2.8 | 10 | 7 | -2 | -0.6
O=C(NNC(=O)c1ccc2[nH]c(=O)c(=O)[nH]c2c1)c1cccc(Br)c1 | 23 | 0 | 0 | -2.5 | 2.4 | -3 | 1.4 | -8 | 14 | 3 | 0.8
C/C(=N\NS(=O)(=O)c1ccc(Cl)cc1)c1ccc(O)cc1 | -48 | 2 | 1 | 2.0 | -0.4 | 10 | 0.7 | -10 | -3 | -10 | -2.8
CCOc1ccc2nc(NC(=O)c3cnccn3)sc2c1 | 5 | 0 | 1 | 2.0 | 4.1 | -1 | 1.1 | 0 | x | -2 | 2.7
COc1ccc(CCNC(=O)c2ccc(NS(=O)(=O)c3ccc4[nH]c(=O)[nH]c4c3)cc2)cc1 | 9 | 4 | 1 | 4.6 | 0.5 | 3 | -2.1 | -2 | 39 | -7 | 0.8
O=C(c1ccc(F)cc1)N1CCCC(c2ccccc2)C1 (stereo unspecified) | 9 | -6 | -3 | 3.8 | 0.5 | -3 | 0.4 | 5 | 17 | -4 | -0.2
COc1ccc(NC(=O)CCCN2C(=O)CCC2=O)cc1Cl | 11 | 18 | 0 | 1.8 | 2.7 | 5 | -0.1 | -3 | 5 | -5 | -7.1
Cc1sc(NC(=O)COc2cccc(-n3cnnn3)c2)c(C#N)c1C | -7 | 0 | -3 | 2.0 | -0.2 | 2 | 1.4 | -3 | 3 | -7 | 1.1
CCc1nc(SCC(=O)Nc2ccccc2OC)c2c(C)c(C)sc2n1 | -2 | -4 | -9 | 0.0 | 3.9 | 1 | 1.3 | -7 | 153 | -4 | 0.3
O=C1c2ccccc2S(=O)(=O)c2cc(C(=O)N3CCN(c4ncccn4)CC3)ccc21 | -14 | -2 | 3 | 2.0 | -3.5 | 3 | -2.6 | 3 | -6 | -2 | 0.6
COC(=O)c1cc(S(=O)(=O)C(C)C)c(S(C)=O)s1 (stereo unspecified) | 8 | 8 | 0 | -3.7 | 0.3 | 5 | 0.2 | 4 | -16 | -7 | 1.9
CC(C)Sc1ccc(C(=O)Nc2ccc(F)cc2F)cn1 | -20 | 1 | -11 | 6.5 | 4.3 | 8 | 1.4 | -4 | 537* | -4 | 0.3
COCC(C)NC(=O)c1oc2c(c1C)C1(CCC2)SCCS1 (stereo unspecified) | -12 | 1 | 0 | 0.9 | -0.6 | 3 | 0.8 | 5 | -5 | 8 | -2.5
COc1ccc(OC)c(N(C(=O)c2snc(C(N)=O)c2N)C(C(=O)NCc2ccccc2)c2ccc(O)cc2)c1 (stereo unspecified) | -4 | 8 | 0 | 2.8 | 1.0 | -4 | -0.3 | -5 | -18 | -6 | 0.5

Quoted from the entries so far for reference:
SMILES | HTR5A inv ag | Tat export inh | DAGLB inhibitor | phage Ecoli inh | AddAB inh | HTR5A ag ctr | E coli growth | PKA-R2B act | Mot1-301 SUMO | PKA-R1A activ | CDK5 inh
COc1ccc(NC(=O)CCCN2C(=O)CCC2=O)cc1Cl | 11 | 18 | 0 | 1.8 | 2.7 | 5 | -0.1 | -3 | 5 | -5 | -7.1
Cc1sc(NC(=O)COc2cccc(-n3cnnn3)c2)c(C#N)c1C | -7 | 0 | -3 | 2.0 | -0.2 | 2 | 1.4 | -3 | 3 | -7 | 1.1
CCc1nc(SCC(=O)Nc2ccccc2OC)c2c(C)c(C)sc2n1 | -2 | -4 | -9 | 0.0 | 3.9 | 1 | 1.3 | -7 | 153 | -4 | 0.3
O=C1c2ccccc2S(=O)(=O)c2cc(C(=O)N3CCN(c4ncccn4)CC3)ccc21 | -14 | -2 | 3 | 2.0 | -3.5 | 3 | -2.6 | 3 | -6 | -2 | 0.6
COC(=O)c1cc(S(=O)(=O)C(C)C)c(S(C)=O)s1 (stereo unspecified) | 8 | 8 | 0 | -3.7 | 0.3 | 5 | 0.2 | 4 | -16 | -7 | 1.9
CC(C)Sc1ccc(C(=O)Nc2ccc(F)cc2F)cn1 | -20 | 1 | -11 | 6.5 | 4.3 | 8 | 1.4 | -4 | 537* | -4 | 0.3
COCC(C)NC(=O)c1oc2c(c1C)C1(CCC2)SCCS1 (stereo unspecified) | -12 | 1 | 0 | 0.9 | -0.6 | 3 | 0.8 | 5 | -5 | 8 | -2.5
COc1ccc(OC)c(N(C(=O)c2snc(C(N)=O)c2N)C(C(=O)NCc2ccccc2)c2ccc(O)cc2)c1 (stereo unspecified) | -4 | 8 | 0 | 2.8 | 1.0 | -4 | -0.3 | -5 | -18 | -6 | 0.5

An excerpt from above, reduced to E coli growth and PKA-R1A activ.
SMILES	E coli growth	PKA-R1A activ
Cn1c(=O)cc(C(=O)N/N=C/c2ccc(F)cc2)[nH]c1=O	0.7	-9
O=C(CN(C(=O)CCC(=O)Nc1nccs1)c1ccc2c(c1)OCO2)NCc1ccc(F)cc1	-1.7	6
